Kir21 block: inhibitors of mouse Kir2.1 inward-rectifier potassium channel. AID 1672, 2009. B-score at 10 µM. HEK293-Kir2.1, FluxOR thallium flux fluorescence; hits give low values. actives 0.85% (n = 310,000);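 active = fluorescence ratio B-score at or below minus 3 SD of library scores, with starting-brightness B-score within 2 SD, cut at about -4.2 in these data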;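 also: channel flux triggered by added potassium and thallium sulfate stimulus; B-score of peak minus minimum fluorescence over baseline after thallium stimulus; more negative B-score means stronger Kir2.1 block with less thallium influx; some compounds called inactive have numbers as strong as hits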
Target sequence (P35561 whole entry, looked up): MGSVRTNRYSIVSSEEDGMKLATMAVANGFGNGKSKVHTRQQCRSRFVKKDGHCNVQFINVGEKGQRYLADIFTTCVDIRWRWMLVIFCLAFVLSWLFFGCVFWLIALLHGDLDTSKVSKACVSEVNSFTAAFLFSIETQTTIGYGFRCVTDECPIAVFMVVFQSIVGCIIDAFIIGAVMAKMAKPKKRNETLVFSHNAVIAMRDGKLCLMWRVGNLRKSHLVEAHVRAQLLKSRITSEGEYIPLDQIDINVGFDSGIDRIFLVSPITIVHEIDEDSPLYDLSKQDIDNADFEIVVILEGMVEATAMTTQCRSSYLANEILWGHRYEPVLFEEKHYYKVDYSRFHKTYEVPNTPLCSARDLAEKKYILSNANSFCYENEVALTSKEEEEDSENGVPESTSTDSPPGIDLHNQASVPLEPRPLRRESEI
KCNQ2 inh: KCNQ2 potassium channel inhibitors, primary screen, cell-based, CHO-K1, FluxOR thallium flux, B-score (AID 2156). B-score at 10 µM. 20 min; hits give low values. actives 1.1% (n = 310,000). Potassium voltage-gated channel subfamily KQT member 2 (Rattus norvegicus), O88943;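 active = fluorescence ratio B-score at most minus 3 library SDs, with starting brightness B-score within 2 library SDs, cut at about -5.5 in these data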
* marks the source's active call; other numbers are inactive results; i = inactive.

SMILES	Kir21 block	KCNQ2 inh
Cc1ccc(C(=O)N/C(=C\c2cccc([N+](=O)[O-])c2)C(=O)OCN2C(=O)c3ccccc3C2=O)cc1	-0.38	i
COC(=O)c1[nH]c2cccc(OC)c2c1NC(=O)CN1CC(C)OC(C)C1 (stereo not drawn)	-1.4	i
O=C(COc1ncnc2ccccc12)Nc1cccc([N+](=O)[O-])c1	-0.07	i
COc1ccc(-n2c(Cc3cccn3C)nnc2SCC(=O)Nc2ccc(C)cc2C)cc1	-0.31	i
CCOC(=O)C(C)Oc1cccc2c(=O)n(CC(=O)NCc3ccc(F)cc3)ccc12 (stereo not drawn)	0.13	i
Cc1nnc(SCCn2c(N3CC(C)CC(C)C3)nc3c2c(=O)[nH]c(=O)n3C)s1 (stereo not drawn)	1.4	i
Cc1ccc(NS(=O)(=O)c2ccc3c(c2)NC(=O)CO3)c(C)c1	-0.53	i
C#CCOCCOCCOCCNc1nc(N2CCN(C(=O)[C@H](CCC(=O)O)n3cc(C(N)CC(C)C)nn3)CC2)nc(N2CCN(C(=O)[C@H](CCC(=O)O)n3cc(C(N)CC(C)C)nn3)CC2)n1 (stereo partly drawn)	0.25	i
CC(C)(NO)/C(=N\O)c1ccc(Cl)cc1	0.07	i
Cc1cccc(C)c1OCC(=O)NCc1ccccc1	-2.8	-6.4*
CC(C)(C)c1ccc(-c2cc(-c3ccccc3O)[nH]n2)cc1	0.85	i
Cc1c(-c2ccccc2)nc2ccccc2c1C(=O)NCc1cccs1	0.46	i
COc1cc(C(=O)O)cc(OC)c1OCc1cc(C(=O)O)oc1C	1.2	i
N#Cc1ccc2ccn(CC(=O)NCc3ccco3)c2c1	-1.3	i
CCOC(=O)c1ccc(NC(=O)CN(c2ccc(C)cc2)S(=O)(=O)c2c(C)n[nH]c2C)cc1	-1.4	i
CCOC(=O)CNc1nc(Cl)nc(Nc2ccc(Cl)cc2)n1	0.06	i
Cc1ccc(-c2csc(N(CCO)CCCn3c(C(F)(F)F)nc4cc(C(F)(F)F)ccc43)n2)cc1	1	i
CCCCC(CC)COC1(c2ccccc2)OC(=O)c2ccccc21 (stereo not drawn)	-0.12	-9.7*
CC(NCC(O)COCCC12CC3CC(CC(C3)C1)C2)c1ccccc1 (stereo not drawn)	-12*	-7.7*
COc1ccc(C(CC(=O)O)N2C(=O)CCC2=O)cc1 (stereo not drawn)	-1	i
COCCn1c(N)c(N(Cc2ccccc2)C(=O)c2ccc3ccccc3c2)c(=O)[nH]c1=O	0.41	i
Cc1cc(NC(=O)c2ccccc2Cl)c(C(C)C)cc1O	-1.7	i
CNC(=O)COC(=O)c1ccc2c(c1)NC(=O)C1CCCN21 (stereo not drawn)	-0.03	i
Nc1nc(SCc2ccc3c(c2)OCO3)n[nH]1	-1.4	i
COc1ccc(C(=O)Nc2ccccc2N2CCN(C(=O)C(C)C)CC2)cc1Cl	1.5	i
CC1=CC(C)(C)N2C(=O)C3(C(C#N)=C(N)OC4=C3C(=O)CC(C)(C)C4)c3c(C)c(C)cc1c32 (stereo not drawn)	0.04	i
CCOC(=O)Cc1nn(Cc2nc(-c3ccc(C)cc3)cs2)c(=O)c2ccccc12	-1.9	i
COCCCN=CC1=C(O)CC(C)(C)CC1=O	0.02	i
CN(C)c1ccc([N+](=O)[O-])cc1C(=O)NCC(c1ccco1)N(C)C (stereo not drawn)	0.02	i
CCn1c2ccccc2c2cc(C3C(C#N)=C(N)Oc4n[nH]c(COC)c43)ccc21 (stereo not drawn)	0.27	i
C1CCCCCC2(CCCCC1)OCC(CN1CCOCC1)O2 (stereo not drawn)	0.86	i
COc1cc(C(=O)Oc2cccc(C(=S)N3CCOCC3)c2)cc(OC)c1OC	-0.78	i
CCO[C@@H]1OC(C(N)=O)=C[C@H](c2ccccc2)[C@H]1CCCO	1	i
COC(=O)/C(C#N)=C/c1c(N2CCN(Cc3ccc4c(c3)OCO4)CC2)nc2c(C)cccn2c1=O	-0.28	i
O=C(Cn1cc(C(F)(F)F)cc(Cl)c1=O)NCc1ccc(Cl)cc1Cl	0.42	i
OCCNc1nc(C2CC2)nc2c1nnn2Cc1ccccc1Cl	1.7	i
O=C(O)COc1ccccc1/C=C1\SC(=S)N(/N=C/c2ccccc2O)C1=O	1.8	i
COC(=O)c1cn(NC(=O)Cc2ccc(OC)c(OC)c2)c(=O)c2ccccc12	-0.05	i
CCOC(=O)c1csc(COc2ccccc2Cl)n1	-0.52	i
COc1cc(OC)cc(C(=O)N[C@H](C(=O)OCc2cc(=O)oc3cc(C)ccc23)C(C)C)c1	-0.92	-7.7*

Rewritten with bars between the fields: entries from further up.
Compound | Kir21 block | KCNQ2 inh
COC(=O)c1cn(NC(=O)Cc2ccc(OC)c(OC)c2)c(=O)c2ccccc12 | -0.05 | i
CCOC(=O)c1csc(COc2ccccc2Cl)n1 | -0.52 | i

Following part:
SMILES	Kir21 block	KCNQ2 inh
CCOc1ccc(NC2=NC(C(=O)NCc3ccccc3)CC(=O)N2)cc1 (stereo not drawn)	-1.1	i
COc1ccc(-c2cn(-c3ccccc3)nc2C(=O)O)cc1OC	-0.03	i
COc1ccccc1NCC(=O)c1ccc(Cl)cc1	-0.82	i
Nc1nc(N)c2cc(Sc3ccc4ccccc4c3)ccc2n1	-0.29	i
CCn1cc(C2C(C(=O)Nc3cc(C)ccn3)=C(C)NC3=C2C(=O)CC(C)(C)C3)c(C)n1 (stereo not drawn)	0.29	i
COC(=O)C1CC(=O)c2ccsc2C1 (stereo not drawn)	0.65	i
O=C(Nc1ccc(Br)cc1Cl)c1ccc2c(=O)n3c(nc2c1)CCC3	-0.19	i
COc1ccc(OC)c(NC(=O)CSc2ccc3nnc(-c4cccnc4)n3n2)c1	0.01	i
O=C1N(c2ccccc2)C2CS(=O)(=O)CC2N1c1ccc(Cl)c(Cl)c1 (stereo not drawn)	1.6	i
CCOc1ccc(Cl)cc1CSc1n[nH]c(C)n1	-0.97	i

The final two records of the section above open the next one.
SMILES	Kir21 block	KCNQ2 inh
O=C1N(c2ccccc2)C2CS(=O)(=O)CC2N1c1ccc(Cl)c(Cl)c1 (stereo not drawn)	1.6	i
CCOc1ccc(Cl)cc1CSc1n[nH]c(C)n1	-0.97	i
COc1cc2c(cc1OC)C(C)N(C(=O)C1=NN(c3cccc(C)c3)C(=O)CC1)CC2 (stereo not drawn)	0.01	i
N#Cc1ccc(-c2cccnc2)nc1SCC(=O)c1ccccc1	0.3	i
Cc1ccc(O)c(NC(=S)NC(=O)c2ccccc2Cl)c1	0.05	i
COc1ccccc1-n1c(-c2cc(-c3ccc(F)cc3)n[nH]2)n[nH]c1=S	-0.09	i
CCN(C(=O)c1cc(S(=O)(=O)N2CCOCC2)cn1C)c1cccc(C)c1	-0.14	i
CCCCc1nc2sc3c(SCCN(C)C)ncnc3c2c2c1CCC2	0.1	i
CCOC(=O)C1=C(N)OC2=C(C(=O)CCC2)C1c1ccco1 (stereo not drawn)	-0.58	i
O=[N+]([O-])c1ccc(O)c(C=Nc2ccc3oc(Cc4ccc(Cl)cc4)nc3c2)c1	-0.12	i
CN1C(=O)N(c2ccccc2)C(Nc2nncs2)C1(C)C (stereo not drawn)	-0.02	i
CN(C(=O)C1CCCO1)c1nnc(-c2ccncc2)s1 (stereo not drawn)	0.01	i
COc1ccc(N=CC2=C(O)c3ccccc3C2=O)c(OC)c1	0.6	i
c1ccc(Cn2c3ccccc3c3nnc(SCCN4CCCCC4)nc32)cc1	-3.1	i
CC1=C(C(=O)c2ccccc2)C(c2ccc(OC(F)F)cc2)NC(=S)N1 (stereo not drawn)	-0.73	i
Cn1c(Nn2cnnc2)nc2ccccc21	-0.86	i
Cc1cc(NC(=O)COC(=O)CSc2nc3cc(Cl)ccc3n2Cc2ccccc2)no1	-1.1	i
CC(=O)Nc1ccc(NC(=O)Cn2c(-c3ccc(F)cc3)cnc2SCC(=O)Nc2c(C)cccc2C)cc1	-0.74	i
CCCC(=O)NC(NC(=S)Nc1ccc(N=Nc2ccccc2)cc1)C(Cl)(Cl)Cl (stereo not drawn)	0.86	i
CC1CCCC(NC(=O)CSc2ncccc2C(=O)O)C1C (stereo not drawn)	1.6	i
Cc1cc(C)n(-c2nc3ccccc3nc2Nc2ccc3c(c2)OCO3)n1	-1.8	i
O=c1nc(N2CCCC2)nc(Nc2ccccc2)[nH]1	0.43	i
CC1CCCN(Cc2c(O)ccc3c4c(c(=O)oc23)CCCC4)C1 (stereo not drawn)	0.38	i
C=CCN(Cc1ccc(OC)c(OC)c1)C(=O)c1cc2cc(F)ccc2[nH]1	1.4	i
O=C(Cc1ccccc1)Nc1ccc(-c2nnc(-c3ccco3)o2)cc1	-2.4	i
FC(F)(F)c1ccc(Sc2nnc(-c3cccs3)n2CC2CCCO2)nc1 (stereo not drawn)	0.9	i
CCn1c(C)nc2cc(C(=O)N/N=C/c3ccc(O)cc3)ccc21	-0.42	i
CC12CCC(C/C1=N/O)C2(C)CBr (stereo not drawn)	0	i
CCn1c(SCC(=O)Nc2cc(C)on2)nnc1-c1ccco1	0.41	i
CCOC(=O)C1=C(COC(=O)COc2ccc(OCC)cc2)NC(=O)NC1C (stereo not drawn)	-0.44	i
Cc1sc2ncnc(NCC(O)c3ccc([N+](=O)[O-])cc3)c2c1C (stereo not drawn)	-1.3	i
Cc1cccn2c(=O)c(C=Nc3ccc(Cl)cc3)c(NCCO)nc12	0.28	i

Structures above printed as active in Kir21 block.
SMILES	Kir21 block	KCNQ2 inh
CC(NCC(O)COCCC12CC3CC(CC(C3)C1)C2)c1ccccc1 (stereo not drawn)	-12*	-7.7*

More structures follow.
SMILES	Kir21 block	KCNQ2 inh
O=C(Nc1nnc(-c2cccnc2)o1)c1cccc([N+](=O)[O-])c1	-0.88	i
Cc1ccc(OCCOC(=O)Cn2nc(C)c([N+](=O)[O-])c2C)cc1	-0.95	i
O=C(CCCN1C(=O)c2cccc3cccc(c23)C1=O)N1CCN(c2ncccn2)CC1	2	i
Cn1cc(S(=O)(=O)NCc2ccc(Cl)cc2)c(=O)n(C)c1=O	-0.09	i
Cc1ccccc1OCC(=O)Nc1ccc2[nH]ncc2c1	-0.03	i
Nc1c(C(=O)O)nnn1Cc1ccccc1	1.7	i
O=C(C1COc2ccccc2O1)N1CCN(c2ccccc2)CC1 (stereo not drawn)	0.59	i
C=CCNC(=O)N1CCc2[nH]c3ccc(F)cc3c2C1	1.9	i
CC(C[N+](C)(C)C)OC(=O)C1(c2ccccc2)CCCC1 (stereo not drawn)	1.6	i
CCOC(=O)c1c(C)[nH]c(C(=O)OCC(=O)NC2(C#N)CCCCC2)c1C	-1.3	i

Among those listed so far, these contain two or more sulfur atoms.
SMILES	Kir21 block	KCNQ2 inh
Cc1nnc(SCCn2c(N3CC(C)CC(C)C3)nc3c2c(=O)[nH]c(=O)n3C)s1 (stereo not drawn)	1.4	i
O=C(O)COc1ccccc1/C=C1\SC(=S)N(/N=C/c2ccccc2O)C1=O	1.8	i
CCCCc1nc2sc3c(SCCN(C)C)ncnc3c2c2c1CCC2	0.1	i
FC(F)(F)c1ccc(Sc2nnc(-c3cccs3)n2CC2CCCO2)nc1 (stereo not drawn)	0.9	i

More compounds follow:
SMILES	Kir21 block	KCNQ2 inh
O=C1/C(=C/c2ccncc2)SC(=S)N1C1CCCCC1	-0.09	i
CCc1ccc(C(=O)N2CCCN(C)CC2)s1	1	i
CCC(CC)c1nnc(NC(=O)c2nc3nc(C)cc(C)n3n2)s1	-0.85	i
O=C(/C=C/c1ccc([N+](=O)[O-])cc1)Nc1cccc(C(=O)Nc2ccccc2C(=O)O)c1	1.8	i
C[C@@H](C(=O)Nc1ccc2ccccc2c1)[C@@H]1C[C@@]1(C)[C@@H](NC(=O)OCc1ccccc1)c1ccccc1	0.01	i
CC1=C(C#N)C(/C=N/OCc2ccc(Cl)cc2)CC(=O)N1 (stereo not drawn)	-0.29	i
Cc1nn(C(=O)CCC(=O)NCc2ccc(OC(C)C)cc2)c2ccccc12	0.89	i
CCn1c(SCC(=O)Nc2ccccc2C(=O)OC)nnc1-c1ccoc1C	-3.6	i
O=C1NC(NS(=O)(=O)c2ccc(Cl)cc2)(C(F)(F)F)C(=O)N1CCc1ccccc1 (stereo not drawn)	-0.3	i
CCN(CC)CC(=O)NCc1cc(-c2ccc(OC)cc2)no1	-0.06	i
Cc1ccc(S(=O)(=O)N2CCCC2=O)c(C)c1N(C)S(C)(=O)=O	-0.11	i
O=C(NCCCCc1ccccc1)Nc1ccc(F)cc1	-0.79	i
CCCCC(=O)Nc1ccc2c(c1)nc(CCN1CCN(C)CC1)n2C	1.3	i
CCOc1ccccc1CNC(=O)c1nn(C)c2c1CS(=O)(=O)c1ccccc1-2	0.7	i
COc1ccc(OC)c(-c2csc3nnc(SCC(=O)Nc4ccc(NC(C)=O)cc4)n23)c1	-1.2	i
CCN(CC)S(=O)(=O)c1ccc(C)c(NC(=O)COC(=O)CN2C(=O)NC(C)(C)C2=O)c1	0.5	i
O=C(CNC(=O)c1sc2ccccc2c1Cl)NCc1ccc(F)cc1	1.3	i
O=C(CSc1nnc(CCc2nc3ccccc3[nH]2)n1-c1ccccc1)NCc1ccco1	0.01	i
COc1ccc(N(C(=O)c2ccn[nH]2)C(C(=O)NC2CCCC2)c2ccc(F)cc2)cc1 (stereo not drawn)	-0.02	i
Cc1ccsc1/C=N/n1c(COc2ccccc2)n[nH]c1=S	-0.02	i
COc1ccccc1C(C)NCC(=O)Nc1c(F)cccc1F (stereo not drawn)	-0.6	i
CCOC(=O)C1CCN(C(c2cccc(OC)c2)c2sc3nc(C)nn3c2O)CC1 (stereo not drawn)	-0.57	i

Outcome played no part in choosing rows; about 1.8% have a hit in one of these screens.
